Screening results (PubChem BioAssay)
L major viab – Leishmania major promastigote growth inhibition, primary screen. Leishmania major promastigotes, resazurin fluorescence viability. inhibition, % at 10 µM. actives 9% (n = 200,000). AID 1063, 2008; in the data active = inhibition above about 50%;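 note: promastigotes grown with compound for 44 hours at 28 °C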
bIAP inh – bovine intestinal alkaline phosphatase inhibitors, primary screen, selectivity assay for TNAP inhibitor project, biochemical, bovine IAP, CDP-star luminescence. 190,000 tested, under 10 active. purified bovine IAP, 30 min. alkaline phosphatase, intestinal [Bos taurus]. inhibition, % at 20 µM;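 active = over 50% inhibition of intestinal alkaline phosphatase at 20 µM in the single-dose screen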
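test system = bovine IAP enzyme | medium = DEA buffer 100 mM, pH 9.8, with MgCl2 1.0 mM, ZnCl2 0.02 mM | detection = luminescence | dosing = single compound dose of 20 µM, 2% DMSO final | incubation = 30 min reaction at room temperature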
TNAP inh hi DEA – human TNAP enzyme inhibitors, primary screen, biochemical, luminescent, high phosphate acceptor level, uHTS; Alkaline phosphatase, tissue-nonspecific isozyme (Homo sapiens), P05186; purified TNAP, CDP-star luminescence, 1 M DEA; inhibition, % at 20 µM; actives 0.03% (n = 200,000); AID 1135, 2008;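 active = over 50% inhibition of tissue-nonspecific alkaline phosphatase at 20 µM in the single-dose screen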;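 note: plate controls were DMSO wells for no effect and EDTA-quenched wells as full inhibition for full effect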
Target sequence (P05186 whole entry, looked up): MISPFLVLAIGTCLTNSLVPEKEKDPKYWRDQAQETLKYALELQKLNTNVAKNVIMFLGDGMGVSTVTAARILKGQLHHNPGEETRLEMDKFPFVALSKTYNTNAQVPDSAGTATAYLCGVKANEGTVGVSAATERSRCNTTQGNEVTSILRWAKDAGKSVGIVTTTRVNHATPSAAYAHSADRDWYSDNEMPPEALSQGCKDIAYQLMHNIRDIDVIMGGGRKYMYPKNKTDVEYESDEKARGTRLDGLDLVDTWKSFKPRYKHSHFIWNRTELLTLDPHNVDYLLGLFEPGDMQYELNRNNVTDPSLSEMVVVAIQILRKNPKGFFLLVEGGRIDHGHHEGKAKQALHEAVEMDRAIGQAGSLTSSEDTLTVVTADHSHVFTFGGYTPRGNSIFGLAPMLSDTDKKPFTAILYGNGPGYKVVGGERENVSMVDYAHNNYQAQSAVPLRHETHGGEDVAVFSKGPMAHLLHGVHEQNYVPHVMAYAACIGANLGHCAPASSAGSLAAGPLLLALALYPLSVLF
TNAP act hi DEA – TNAP activators at high phosphate acceptor level, primary screen, biochemical, luminescence, uHTS; 200,000 tested, under 10 active; purified TNAP, CDP-star luminescence, 1 M DEA, 30 min; active compounds read high; 0 = EDTA background, 1 = DMSO-only activity; activation factor at 20 µM; Alkaline phosphatase, tissue-nonspecific isozyme (Homo sapiens), P05186;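 active = activation factor at least 2 at 20 µM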
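system = human TNAP | amount = enzyme diluted 1/800 final | reagent = 100 µM CDP-star substrate | signal = luminescent substrate turnover signal | dosing = one dose, 20 µM | benchmarks = EDTA negative control, DMSO positive control | measure = activation factor | timing = 30 min reaction, room temperature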
Diaph inh CS – diaphorase inhibitors and chemical oxidizers, primary screen, counter-screen for diaphorase-coupled primary assays, biochemical, uHTS, resorufin fluorescence; diaphorase resazurin-to-resorufin fluorescence, NADH, 16 min; bacterial (C. kluyveri) enzyme, not human; inhibition, % at 20 µM; actives 0.69% (n = 190,000);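 active = primary screen inhibition at 20 µM above a set limit, cut at about 50% in these data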;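 note: plate controls were DMSO with full reaction for no effect and wells lacking NADH for full effect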
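Assay system: diaphorase enzyme from Clostridium kluyveri. Quantity: enzyme working solution with 0.14 U/mL diaphorase. Schedule: reaction incubation of 16 min at room temperature. Technique: resorufin fluorescence, excitation 544 nm, emission 590 nm. Controls: No-NADH positive control and DMSO neutral control.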
Diaphorase act – compounds boosting diaphorase resazurin reduction – biochemical, uHTS, resorufin fluorescence, counter-screen for diaphorase-coupled primary assays, primary screen | AID 1229, 2008 | activation factor at 20 µM | Diaphorase/resazurin coupled assay, 16 min; active compounds read high; 1 = vehicle wells, 0 = NADH-free wells | actives 0.005% (n = 190,000);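 active = diaphorase activity raised at least twofold by the compound at 20 µM; inactive = activation factor below 2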
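System – purified diaphorase enzyme from Clostridium kluyveri · Input – enzyme 0.07 U/mL final · Also added – final NADH 0.114 mM, resazurin 0.1 mM · Measured by – fluorescence of resorufin, 544 nm excitation, 590 nm emission · Timing – 16 min enzyme reaction, ambient temperature · Measure – resorufin increase flagging diaphorase activators or reducers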
PMI act hi M6P – human PMI activators, high substrate, primary screen, biochemical, fluorescence intensity, near-saturating mannose 6-phosphate; Mannose-6-phosphate isomerase (Homo sapiens), P34949; coupled PMI enzyme assay, resazurin fluorescence, 20 min; active compounds read high; 1 = untreated enzyme, 0 = substrate-free blank; activation factor at 20 µM; actives 0.34% (n = 190,000); AID 1216, 2008;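 active = activation factor of 2 or more at 20 µM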
Target sequence (P34949 whole entry, looked up): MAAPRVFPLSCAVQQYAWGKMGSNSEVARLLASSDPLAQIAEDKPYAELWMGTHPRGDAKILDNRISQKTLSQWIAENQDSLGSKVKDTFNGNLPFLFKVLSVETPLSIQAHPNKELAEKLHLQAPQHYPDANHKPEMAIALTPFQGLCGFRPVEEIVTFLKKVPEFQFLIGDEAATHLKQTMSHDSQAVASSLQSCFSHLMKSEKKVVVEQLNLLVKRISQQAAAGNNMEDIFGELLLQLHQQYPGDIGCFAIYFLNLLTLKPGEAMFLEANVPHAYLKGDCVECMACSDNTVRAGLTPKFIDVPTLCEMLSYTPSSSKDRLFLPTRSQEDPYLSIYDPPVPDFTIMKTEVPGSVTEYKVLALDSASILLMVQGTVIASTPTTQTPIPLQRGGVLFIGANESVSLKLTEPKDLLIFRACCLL
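Technique: Diaphorase-driven resazurin-to-resorufin fluorescence, excitation 544, emission 590 nm | Assay system: Human PMI in coupled enzyme assay | Times: Enzyme reaction with compound 20 min at room temperature | Medium: HEPES-buffered pH 7.4 with magnesium and detergent | Reagent: Mannose-6-phosphate 1.0 mM (near-saturating) plus 0.22 mM NADP+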
bIAP activator – bovine intestinal alkaline phosphatase activators, primary screen, biochemical, bovine IAP, CDP-star luminescence. alkaline phosphatase, intestinal [Bos taurus]. purified bovine IAP, 30 min; active compounds read high; fold of DMSO-control signal, blank-subtracted. activation factor at 20 µM. actives 0.17% (n = 200,000). AID 1016, 2008;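 active = activation factor of 2 or more at 20 µM, a signal rise over negative controls twice the positive control's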
PMI activator – activators of human PMI, primary screen, biochemical, fluorescence intensity, near-Km mannose 6-phosphate; purified human PMI, coupled resazurin fluorescence, 20 min; active compounds read high; 1 = vehicle control, 0 substrate-free wells; actives 0.005% (n = 190,000); AID 1214, 2008; Mannose-6-phosphate isomerase (Homo sapiens), P34949; activation factor at 20 µM;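 active = activation factor of 2 or more at 20 µM, relative to plate controls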
TNAP inh noacc – human TNAP enzyme inhibitors, primary screen, biochemical, luminescent, no phosphate acceptor, uHTS; Alkaline phosphatase, tissue-nonspecific isozyme (Homo sapiens), P05186; purified TNAP, CDP-star luminescence, 30 min; inhibition, % at 20 µM; actives 0.26% (n = 200,000); AID 1012, 2008;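 active = tissue-nonspecific alkaline phosphatase inhibition above about 50% at 20 µM in the single-dose screen, limit read from the data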;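 note: 0% = DMSO negative control and 100% = EDTA positive control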
* marks the source's active call; other numbers are inactive results; . = not tested or not shown.

Start of the data: the first 9 entries as a preview:
SMILES	L major viab	bIAP inh	TNAP inh hi DEA	TNAP act hi DEA	Diaph inh CS	Diaphorase act	PMI act hi M6P	bIAP activator	PMI activator	TNAP inh noacc
N=c1c2c(ncn1Cc1ccco1)Oc1ccc3ccccc3c1C2c1ccccc1 (stereo unspecified)	96.3*	6.9	-1.3	1	-22.1	1.2	1.1	0.9	1.1	-2.5
CN(C)C(=O)N1CCCC(C(=O)NCc2ccccc2Cl)C1 (stereo unspecified)	-6.3	9.0	-3.1	1	-1.2	1	1.1	0.9	1.1	-5.1
Cc1cc(C)n(-c2nc3ccccc3c(=O)n2OCC(=O)OCc2ccccc2)n1	92.0*	3.9	-1.7	1	-5.0	1.1	1.1	1	1.1	-6.6
CC(NC=C1C(=O)OC(C)(C)OC1=O)C(=O)O (stereo unspecified)	-0.4	-5.7	-0.6	1	1.8	1	1.1	1.1	1.2	-6.7
COC(=O)c1[nH]c2ccccc2c1NC(=O)/C=C/c1ccc2c(c1)OCO2	-4.7	6.0	2.6	1	8.1	0.9	0.9	0.9	0.8	2.6
Cc1ccc(-n2nc(C(=O)NCc3ccc(C)o3)c3c4ccccc4n(C)c3c2=O)cc1	11.7	-3.7	-6.8	1.1	6.1	0.9	1.1	1	1.1	-8.9
C=CCn1c(SCC(=O)Nc2cccnc2Cl)nnc1-c1ccccc1F	-4.9	-7.6	3.9	1	-0.5	1	1	1.1	1	-4.7
CN(c1ccccc1C(=O)Nc1cccc([N+](=O)[O-])c1)S(C)(=O)=O	37.6	5.7	-3.1	1	5.9	0.9	1.1	0.9	1	-9.0
CCOc1ccccc1C1C(C#N)=C(N)SC(N)=C1C#N	1.5	-9.2	-3.9	1	31.2	0.7	0.7	1.1	1	-32.6

The list itself (from the top)
SMILES	L major viab	bIAP inh	TNAP inh hi DEA	TNAP act hi DEA	Diaph inh CS	Diaphorase act	PMI act hi M6P	bIAP activator	PMI activator	TNAP inh noacc
N=c1c2c(ncn1Cc1ccco1)Oc1ccc3ccccc3c1C2c1ccccc1 (stereo unspecified)	96.3*	6.9	-1.3	1	-22.1	1.2	1.1	0.9	1.1	-2.5
CN(C)C(=O)N1CCCC(C(=O)NCc2ccccc2Cl)C1 (stereo unspecified)	-6.3	9.0	-3.1	1	-1.2	1	1.1	0.9	1.1	-5.1
Cc1cc(C)n(-c2nc3ccccc3c(=O)n2OCC(=O)OCc2ccccc2)n1	92.0*	3.9	-1.7	1	-5.0	1.1	1.1	1	1.1	-6.6
CC(NC=C1C(=O)OC(C)(C)OC1=O)C(=O)O (stereo unspecified)	-0.4	-5.7	-0.6	1	1.8	1	1.1	1.1	1.2	-6.7
COC(=O)c1[nH]c2ccccc2c1NC(=O)/C=C/c1ccc2c(c1)OCO2	-4.7	6.0	2.6	1	8.1	0.9	0.9	0.9	0.8	2.6
Cc1ccc(-n2nc(C(=O)NCc3ccc(C)o3)c3c4ccccc4n(C)c3c2=O)cc1	11.7	-3.7	-6.8	1.1	6.1	0.9	1.1	1	1.1	-8.9
C=CCn1c(SCC(=O)Nc2cccnc2Cl)nnc1-c1ccccc1F	-4.9	-7.6	3.9	1	-0.5	1	1	1.1	1	-4.7
CN(c1ccccc1C(=O)Nc1cccc([N+](=O)[O-])c1)S(C)(=O)=O	37.6	5.7	-3.1	1	5.9	0.9	1.1	0.9	1	-9.0
CCOc1ccccc1C1C(C#N)=C(N)SC(N)=C1C#N	1.5	-9.2	-3.9	1	31.2	0.7	0.7	1.1	1	-32.6
COc1ccc(CNC(=O)CN(C(=O)CCC(=O)Nc2ccccn2)c2cccc(C)c2)cc1	50.2*	11.3	-1.4	1	.	.	.	0.9	.	-6.3
Cc1cc(C(F)(F)F)n(-c2nc(C(=O)NN)cs2)n1	-7.6	-2.9	-3.1	1	23.4	0.8	1	1	1.1	-16.5
COc1ccc(N(C(=O)c2ccco2)S(=O)(=O)c2cccs2)cc1	-1.0	22.9	-6.0	1.1	20.2	0.8	1	0.8	0.9	-14.9
O=C(CCNS(=O)(=O)c1cccs1)NC1CCN(Cc2ccccc2)CC1	14.6	2.1	-2.5	1	-3.9	1	0.9	1	0.9	-8.7
COCCn1c(SCC(=O)Nc2ccc(NC(=O)c3ccco3)c(OC)c2)nc2ccccc2c1=O	-2.3	15.3	-3.8	1	9.2	0.9	0.9	0.8	0.9	-0.1
Cc1ccc(C)c(SCC(=O)OCC(=O)NCc2ccccc2)c1	-5.3	-12.8	-1.5	1	11.5	0.9	0.9	1.1	1	-12.3
O=C1OC(/C=C/c2ccccc2)=NC/1=C\c1cccnc1	-3.7	-16.2	-4.3	1	7.5	0.9	1.1	1.2	1.1	-7.6
O=C(c1ccc(N2CCNCC2)cc1)c1cccnc1	1.7	4.6	-2.2	1	-0.3	1	1	1	0.9	-9.0
CCc1ccc(-c2c(C)sc(NC(=O)C3CCC3)c2C#N)cc1	50.4*	7.7	-2.0	1	2.5	1	0.9	0.9	0.8	-14.2
NS(=O)(=O)c1ccc2nc(NC(=O)c3ccncc3)sc2c1	-3.2	-3.4	0.3	1	0.2	1	1.1	1	1.4	-1.2
O=C(O)C1CCCN1S(=O)(=O)c1ccc(Br)s1 (stereo unspecified) (tested in a mixture with another compound)	-2.2	3.1	-2.2	1	-4.2	1	1	1	1	-1.7
Cc1ccc(S(=O)(=O)n2nc(OC(=O)c3cccs3)cc2N)cc1	-6.0	-7.7	-9.0	1.1	4.5	1	1	1.1	0.9	-7.4
CCOC(=O)c1cc(C(=O)c2cc(F)ccc2O)coc1=N	-10.3	4.2	-2.5	1	1.1	1	0.9	1	1	-4.3
Cc1cc(Nc2ccc3c(c2)OCCO3)n2nc(C)nc2n1	-6.3	1.1	-6.8	1.1	5.4	0.9	1	1	1.1	-12.1
O=C(/C=C/c1ccc(S(=O)(=O)N2CCOCC2)cc1)NC(=S)Nc1ccc(N2CCOCC2)cc1	21.6	-3.0	11.2	0.9	12.3	0.9	1	1	0.8	-10.4
CC1CCCN(c2ccc(C(=O)Nc3nnc(C4CC4)s3)cc2[N+](=O)[O-])C1 (stereo unspecified)	0.8	4.7	8.2	0.9	12.9	0.9	1	1	1	2.1
Nc1cc(=O)[nH]n1C1CCCC1	-13.6	3.5	-7.1	1.1	-10.1	1.1	1	1	1.2	-3.9
O=C(N/C(=C\c1ccccc1Cl)C(=O)N1CCOCC1)c1ccc([N+](=O)[O-])cc1	4.9	7.4	2.5	1	13.8	0.9	0.9	0.9	0.9	-1.3
c1ccc2c(CSc3nnc(-c4ccncc4)o3)cccc2c1	4.5	12.9	-0.9	1	13.4	0.9	0.9	0.9	0.9	-3.6
CCOC(=O)C(C)(C)n1nnc(-c2ccc([N+](=O)[O-])cc2)n1	-1.3	1.2	-10.6	1.1	-5.5	1.1	1.1	1	1	-6.8
COc1ccccc1N1CCN(C(=O)c2ccc([N+](=O)[O-])s2)CC1	28.9	-0.2	0.6	1	13.9	0.9	0.8	1	0.8	-11.6
Cn1c(SCC(=O)c2ccc(F)cc2)nnc1-c1cccnc1	-2.4	-2.5	-3.5	1	0.5	1	1	1	1	-14.9
Cc1ccc(S(=O)(=O)N2CCC(O)(c3cccnc3)CC2)cc1	-7.8	-0.9	-4.3	1	-1.9	1	1.2	1	1.1	-12.5
COc1cccc(C(=O)Nc2ccc(NC(=O)c3ccco3)nc2)c1	0.1	5.7	2.7	1	9.1	0.9	0.9	0.9	0.9	-4.2
Cc1cccc(NC(=O)CCn2nc(C)cc2C)c1	-5.0	6.1	-2.6	1	8.9	0.9	1	0.9	0.9	-8.6
CCCC(=O)NCc1nc2ccccc2n1C	-5.9	10.9	-2.8	1	2.4	1	1.1	0.9	1	-2.4
CC(C)(C)C(=O)Nc1nc2c(s1)CN(Cc1ccccc1)CC2	3.2	-12.3	-2.9	1	-10.2	1.1	0.9	1.1	1	-11.6
Cc1cc(-c2cccnc2)c(C#N)c(SCc2cccc(F)c2)n1	14.3	4.2	-0.8	1	7.2	0.9	1.1	1	1	-7.8
CCN(C(=O)Cc1c(C(=O)O)[nH]c2ccccc12)c1ccc(OC)cc1	-4.3	-12.2	-4.2	1	-1.8	1	0.9	1.1	1.1	-4.4
Cc1oc2ccc(NS(=O)(=O)c3cccc4cccnc34)cc2c1C(=O)OC(C)C	8.6	4.0	2.7	1	20.3	0.8	0.9	1	0.8	-10.5
Cc1nc2cc3nc(C)sc3cc2s1	-9.7	-2.3	-7.9	1.1	12.0	0.9	0.9	1	0.9	-15.5

Some of the entries so far, bar-delimited:
mol | L major viab | bIAP inh | TNAP inh hi DEA | TNAP act hi DEA | Diaph inh CS | Diaphorase act | PMI act hi M6P | bIAP activator | PMI activator | TNAP inh noacc
Cc1cc(C(F)(F)F)n(-c2nc(C(=O)NN)cs2)n1 | -7.6 | -2.9 | -3.1 | 1 | 23.4 | 0.8 | 1 | 1 | 1.1 | -16.5
Nc1cc(=O)[nH]n1C1CCCC1 | -13.6 | 3.5 | -7.1 | 1.1 | -10.1 | 1.1 | 1 | 1 | 1.2 | -3.9
